Assay outcomes from PubChem BioAssay.
human PMI inhibitors = human PMI inhibitors, high substrate, primary screen, biochemical, fluorescence intensity, high mannose 6-phosphate (AID 1220). recombinant PMI enzyme, coupled fluorescence intensity; higher % means a stronger effect. one-dose inhibition, % at 20 µM; IC50 in µM for titrated hits. 190,000 tested, 0.66% active
b-catenin transl = beta-catenin nuclear translocation modulation; nuclear translocation activity, % at 5 µM; 190,000 tested, 0.3% active; HeLa beta-catenin nuclear translocation, immunofluorescence imaging;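 active = nuclear translocation activity above 50% at 5 µM, with a well cell count of 50 or more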;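 also: per-cell ratio of nuclear to cytoplasmic median beta-catenin stain intensity; plate controls were DMSO negative control for no effect and GSK-3 inhibitor IX positive control for full effect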
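assay system = human HeLa cells, endogenous beta-catenin | times = compound treatment 24 h, 37°C, 5% CO2 | detection = Anti-beta-catenin immunofluorescence on PFA-fixed, Triton-permeabilized cells, DAPI nuclei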
TNAP activation fold = human TNAP enzyme activators, primary screen, biochemical, luminescent, no phosphate acceptor, uHTS (AID 1001) | 200,000 tested, 0.03% active | purified TNAP, luminescent activation assay, no phosphate acceptor; higher activation fold means a stronger effect | one-dose activation fold at 20 µM; EC50 in µM for titrated hits; in the data active = activation fold from about 3, or a potency from the dose series; inactive = the rest, 99 in 100 with activation fold below about 1.6; also: many of its hits are not listed in these tables
MT stabilize HCS = microtubule stabilization, imaging screen | 200,000 tested, 0.83% active | AID 2205 | % tubulin-high responders, % at 10 µM | HeLa tubulin immunostaining HCS, 24 h; share of cells brighter than vehicle mean+2SD;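 active = plate Z-score above 3 for both tubulin-high and condensed-nucleus cell shares, with cell loss under 80%, at 10 µM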;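 also: anti alpha tubulin signal scored within the nucleus-defined area of each cell; some results filed as inactive read as strong as hits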
Insulin prom up = MIN6 insulin promoter up-regulation; 190,000 tested, 0.3% active; z-score at 5 µM; AID 1625; MIN6 insulin promoter-GFP reporter, high-content imaging; active compounds read high;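 active = z-score above 3 at 5 µM with at least 500 cells counted in the well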
human PMI inhibition = inhibitors of human PMI, primary screen, biochemical, fluorescence intensity, coupled assay (AID 1209); 190,000 tested, 0.42% active; purified PMI enzyme, coupled fluorescence intensity; higher % means a stronger effect; inhibition, % at 20 µM; hits with a dose series show IC50 in µM;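 also: plate controls were DMSO vehicle for no effect and wells lacking substrate for full effect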
T cell HTS = modulates CD8 T cell binding to vesicles. calls only at 7 µM. 2C CD8+ T cell-vesicle binding, flow cytometry; active compounds read low. 330,000 tested, 0.068% active;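 active = response, share of CD8 T cells binding vesicles, and their 90th percentile fluorescence all below set limits, cut at about 80% in these data, passing the limit was not always enough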
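Assay system – 2C mouse CD8+ T cells · Also added – QL9-loaded Drosophila micro-vesicles · Timing – Cell–vesicle co-incubation 1.5 h at 37 °C, staining 20 min on ice · Signal – flow cytometry of vesicle-bound cells · Measure – percent CD8+ FL2 mean versus row control · Controls – Peptide-free naked vesicles (low) and QL9 vesicles with 0.7% DMSO vehicle (high)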
Autophagy HCS = alters autophagy in cells; AID 463193; 190,000 tested, 0.98% active; MEF GFP-LC3 puncta imaging; test concentration mostly 10 µM; calls only at 10 µM (by protocol);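 active = percentage of spot-positive cells more than 3 SD above its plate mean, without a fluorescence outlier flag or 80% toxicity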;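 also: spot-positive cell cutoff set from DMSO-treated cells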
Hep lipid drop = hepatic lipid droplet formation modulation | AML12 mouse hepatocytes, oleate lipid droplets, BODIPY imaging | inhibition, % at 6.5 µM | 240,000 tested, 0.4% active;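 active = lipid droplet intensity inhibited by at least 50%, with more than 500 cells counted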
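Test system: AML12 mouse liver cells; schedule: overnight exposure; technique: high-content imaging of BODIPY-stained droplets and DAPI nuclei; read-out: % inhibition of corrected integrated BODIPY droplet signal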
Insulin prom up cell count = further read-out of Insulin prom up, marked with its call; cell count; measured here: cytotoxicity, nuclei count;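 total cells summed across four imaged fields per well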
Hep lipid drop cells 6.5 µM = further read-out of Hep lipid drop, marked with its call; cell count; measured here: cell count, cytotoxicity flag;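 cells counted across two imaged fields per well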
b-catenin transl cell count 5 µM = recorded beside b-catenin transl, whose call it bears; cell count; measured here: cell count, cytotoxicity flag
T cell HTS vesicle-bound % = recorded beside T cell HTS, whose call it bears; double positive events, %; measured here: CD8+ vesicle-bound cell fraction;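 binding gate set so that unloaded-vesicle control wells show 10% double positive cells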
MT stabilize HCS Hoechst-high % = also measured in MT stabilize HCS; calls as there; % Hoechst-high responders; measured here: nuclear condensation Hoechst responders;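 share of cells brighter than vehicle mean plus two SD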
MT stabilize HCS cytotoxicity % = also measured in MT stabilize HCS; calls as there; toxicity, %; measured here: cytotoxicity by cell density;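 0% = mean cell density of plate MIN control wells and 100% = no cells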
Autophagy HCS cell loss 18 h = further read-out of Autophagy HCS, marked with its call; toxicity, %; measured here: cell loss, nuclei count;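 cell loss after 18 h compound exposure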
Numbers without * were called inactive. Rule as the data show it, unless noted: active = inhibition above about 50%; inactive = the rest.

For Cc1ccc(C)c(N2C(=O)CS/C2=N\NC(=O)c2ccccc2Cl)c1 the results were human PMI inhibitors -5%, b-catenin transl -3.9, TNAP activation fold 1.1, MT stabilize HCS 2.6, Insulin prom up -0.06, human PMI inhibition -4%, T cell HTS inactive, Autophagy HCS inactive, Hep lipid drop -6, Insulin prom up cell count 927, Hep lipid drop cells 6.5 µM 742, b-catenin transl cell count 5 µM 1242, T cell HTS vesicle-bound % 36, MT stabilize HCS Hoechst-high % 2.1, MT stabilize HCS cytotoxicity % 0.9 and Autophagy HCS cell loss 18 h 3.
O=c1c2cc(NC(=S)NCCN3CCCCCC3)ccc2nc2n1CCCCC2 was read as human PMI inhibitors 9%, b-catenin transl 6.0, TNAP activation fold 1, MT stabilize HCS 3.9, Insulin prom up 0.52, human PMI inhibition 12%, T cell HTS inactive, Autophagy HCS inactive, Hep lipid drop 23, Insulin prom up cell count 1076, Hep lipid drop cells 6.5 µM 674, b-catenin transl cell count 5 µM 1008, T cell HTS vesicle-bound % 10, MT stabilize HCS Hoechst-high % 3.1, MT stabilize HCS cytotoxicity % 7.5 and Autophagy HCS cell loss 18 h 5.
Screening COc1ccc(C(=O)CCC(C)(C)[N+](=O)[O-])cc1 returned human PMI inhibitors -5%, b-catenin transl -0.8, TNAP activation fold 1, MT stabilize HCS 1.8, Insulin prom up -0.77, human PMI inhibition -6%, T cell HTS inactive, Autophagy HCS inactive, Hep lipid drop -4, Insulin prom up cell count 1220, Hep lipid drop cells 6.5 µM 687, b-catenin transl cell count 5 µM 1025, T cell HTS vesicle-bound % 26, MT stabilize HCS Hoechst-high % 1.8, MT stabilize HCS cytotoxicity % 3.6 and Autophagy HCS cell loss 18 h 17.
For CCOC(=O)CSc1nc(C)cc(=O)[nH]1 the results were human PMI inhibitors -3%, b-catenin transl -3.8, TNAP activation fold 1.1, MT stabilize HCS 3.0, Insulin prom up -0.08, human PMI inhibition 0%, T cell HTS inactive, Autophagy HCS inactive, Hep lipid drop 6, Insulin prom up cell count 1197, Hep lipid drop cells 6.5 µM 813, b-catenin transl cell count 5 µM 1154, T cell HTS vesicle-bound % 22, MT stabilize HCS Hoechst-high % 1.7, MT stabilize HCS cytotoxicity % 0.6 and Autophagy HCS cell loss 18 h 2.
COC(=O)c1c(C)nc(C)c(C(=O)OC)c1-c1ccc(OC)cc1 was read as b-catenin transl -1.6, Insulin prom up 0.71, T cell HTS inactive, Hep lipid drop 7, Insulin prom up cell count 1411, Hep lipid drop cells 6.5 µM 692, b-catenin transl cell count 5 µM 1057 and T cell HTS vesicle-bound % 12.
Fc1ccc(COc2ccccc2C(=S)N2CCCC2)cc1 was read as human PMI inhibitors 9%, b-catenin transl 0.3, TNAP activation fold 1.1, MT stabilize HCS 2.6, Insulin prom up 0.13, human PMI inhibition 42%, T cell HTS inactive, Autophagy HCS inactive, Hep lipid drop -18, Insulin prom up cell count 1340, Hep lipid drop cells 6.5 µM 723, b-catenin transl cell count 5 µM 600, T cell HTS vesicle-bound % 5, MT stabilize HCS Hoechst-high % 1.0, MT stabilize HCS cytotoxicity % 2.1 and Autophagy HCS cell loss 18 h 2.
`Cn1c(SCC(=O)NC2CCCC2)nnc1-c1ccncc1` gave human PMI inhibitors -8%, b-catenin transl -0.6, TNAP activation fold 1.1, MT stabilize HCS 2.7, Insulin prom up 0.13, human PMI inhibition -12%, T cell HTS inactive, Autophagy HCS inactive, Hep lipid drop 0, Insulin prom up cell count 1513, Hep lipid drop cells 6.5 µM 770, b-catenin transl cell count 5 µM 1487, T cell HTS vesicle-bound % 24, MT stabilize HCS Hoechst-high % 1.8, MT stabilize HCS cytotoxicity % 7.0 and Autophagy HCS cell loss 18 h 3.
CCOC(=O)CN(C(=O)CSc1nnc2c(n1)[nH]c1ccccc12)c1ccccc1 was read as human PMI inhibitors 6%, b-catenin transl -1.8, TNAP activation fold 0.9, MT stabilize HCS 5.9, Insulin prom up 0.39, human PMI inhibition 4%, T cell HTS inactive, Autophagy HCS inactive, Insulin prom up cell count 1119, b-catenin transl cell count 5 µM 798, T cell HTS vesicle-bound % 9, MT stabilize HCS Hoechst-high % 2.1, MT stabilize HCS cytotoxicity % 6.1 and Autophagy HCS cell loss 18 h 0.
Cc1ccc(CN2CCN(Cc3cccn3-c3ccccn3)CC2CCO)cc1 (stereo not given) was read as human PMI inhibitors -6%, b-catenin transl -1.4, TNAP activation fold 1.1, MT stabilize HCS 3.3, Insulin prom up -0.09, human PMI inhibition 0%, T cell HTS inactive, Autophagy HCS inactive, Hep lipid drop -5, Insulin prom up cell count 1379, Hep lipid drop cells 6.5 µM 618, b-catenin transl cell count 5 µM 1164, T cell HTS vesicle-bound % 57, MT stabilize HCS Hoechst-high % 3.0, MT stabilize HCS cytotoxicity % 7.0 and Autophagy HCS cell loss 18 h 33.
For Cc1ccccc1-n1ncc2c(SCC(=O)N3c4ccccc4CC3C)ncnc21 (stereo not given) the results were human PMI inhibitors 1%, TNAP activation fold 0.9, MT stabilize HCS 2.3, human PMI inhibition 2%, T cell HTS inactive, Autophagy HCS inactive, T cell HTS vesicle-bound % 26, MT stabilize HCS Hoechst-high % 2.6, MT stabilize HCS cytotoxicity % 8.5 and Autophagy HCS cell loss 18 h 9.
Screening O=C(O)CSC1=NC(=Nc2ccc(Cl)cc2)C2(CCCCC2)N1c1cccc(C(=O)O)c1 returned human PMI inhibitors -1%, b-catenin transl -2.5, TNAP activation fold 1.1, MT stabilize HCS 4.2, Insulin prom up -0.02, human PMI inhibition 8%, T cell HTS inactive, Autophagy HCS inactive, Hep lipid drop -2, Insulin prom up cell count 1473, Hep lipid drop cells 6.5 µM 620, b-catenin transl cell count 5 µM 1043, T cell HTS vesicle-bound % 45, MT stabilize HCS Hoechst-high % 1.5, MT stabilize HCS cytotoxicity % 1.4 and Autophagy HCS cell loss 18 h -5.
For COc1ccc(NC(=O)/C(C#N)=C\c2cc(C)n(-c3ccc4c(c3)OCO4)c2C)cc1 the results were human PMI inhibitors 20%, TNAP activation fold 1, MT stabilize HCS 24*, Insulin prom up -0.69, human PMI inhibition 3%, T cell HTS inactive, Autophagy HCS inactive, Hep lipid drop -138, Insulin prom up cell count 1481, Hep lipid drop cells 6.5 µM 314, T cell HTS vesicle-bound % 44, MT stabilize HCS Hoechst-high % 50*, MT stabilize HCS cytotoxicity % 64* and Autophagy HCS cell loss 18 h 18.
For CCN(CC)C(=O)c1c(NC(=O)c2ccccc2)sc(C)c1C the results were human PMI inhibitors -1%, TNAP activation fold 1.3, MT stabilize HCS 1.7, Insulin prom up -0.59, human PMI inhibition 0%, T cell HTS inactive, Autophagy HCS inactive, Hep lipid drop 13, Insulin prom up cell count 913, Hep lipid drop cells 6.5 µM 786, T cell HTS vesicle-bound % 60, MT stabilize HCS Hoechst-high % 1.3, MT stabilize HCS cytotoxicity % 11 and Autophagy HCS cell loss 18 h -6.
For CC(C)(C)c1ccc(Oc2ccc(NC(=O)c3cccs3)cn2)cc1 the results were b-catenin transl -1.1, Insulin prom up -0.54, T cell HTS inactive, Hep lipid drop 0, Insulin prom up cell count 1023, Hep lipid drop cells 6.5 µM 727, b-catenin transl cell count 5 µM 1311 and T cell HTS vesicle-bound % 50.
`Cc1ccc(S(=O)(=O)N2CCC(=O)N(C(CO)C(C)C)CC2)cc1` (stereo not given) gave human PMI inhibitors 1%, TNAP activation fold 1.1, MT stabilize HCS 2.7, Insulin prom up 0.55, human PMI inhibition 2%, T cell HTS inactive, Autophagy HCS inactive, Hep lipid drop 9, Insulin prom up cell count 1125, Hep lipid drop cells 6.5 µM 786, T cell HTS vesicle-bound % 40, MT stabilize HCS Hoechst-high % 2.0, MT stabilize HCS cytotoxicity % 0.7 and Autophagy HCS cell loss 18 h -3.
`O=c1c(-c2ccc3c(c2)OCCO3)coc2cc(O)cc(O)c12` gave human PMI inhibitors -6%, b-catenin transl 0.5, TNAP activation fold 1.1, MT stabilize HCS 2.3, Insulin prom up 0.15, human PMI inhibition 0%, T cell HTS inactive, Autophagy HCS inactive, Hep lipid drop 15, Insulin prom up cell count 1136, Hep lipid drop cells 6.5 µM 635, b-catenin transl cell count 5 µM 903, T cell HTS vesicle-bound % 56, MT stabilize HCS Hoechst-high % 1.8, MT stabilize HCS cytotoxicity % 19 and Autophagy HCS cell loss 18 h -3.
`O=C(CSc1ccc(-c2ccco2)nn1)NCc1ccc2c(c1)OCO2` gave human PMI inhibitors 21%, b-catenin transl -0.2, TNAP activation fold 1, MT stabilize HCS 4.5, Insulin prom up -0.07, human PMI inhibition 19%, T cell HTS inactive, Autophagy HCS inactive, Hep lipid drop -22, Insulin prom up cell count 1101, Hep lipid drop cells 6.5 µM 763, b-catenin transl cell count 5 µM 1078, T cell HTS vesicle-bound % 57, MT stabilize HCS Hoechst-high % 2.8, MT stabilize HCS cytotoxicity % 12 and Autophagy HCS cell loss 18 h -1.
COc1ccc(C(=O)NCc2nnc(SCC(=O)c3ccccc3)n2C)cc1 was read as human PMI inhibitors -7%, b-catenin transl 0.3, TNAP activation fold 1.1, MT stabilize HCS 3.9, Insulin prom up 0.21, human PMI inhibition -4%, T cell HTS inactive, Autophagy HCS inactive, Insulin prom up cell count 1466, b-catenin transl cell count 5 µM 1530, T cell HTS vesicle-bound % 60, MT stabilize HCS Hoechst-high % 3.2, MT stabilize HCS cytotoxicity % 7.6 and Autophagy HCS cell loss 18 h -12.
